Screening results deposited in PubChem BioAssay by several laboratories.
MITF act: MITF TRPM1 promoter activation in melanoma cells. AID 588334. SK-MEL-5 TRPM1-promoter luciferase, 24 h; % of positive control, neutral wells = 0. 300,000 compounds, 0.75% hits. activation, % at 12.5 µM;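 active means mean activation of at least 80% with every replicate also reaching 80%; inconclusive means mean reaches 80% but some replicate falls short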;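 further: 0% = neutral control wells and 100% = parthenolide positive control wells; values of inactives mirror those of a sister screen read the other way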
SR-BI HDL uptake: inhibitors of mouse SR-BI mediated HDL lipid uptake. Q61009. ldlA[mSR-BI] CHO cells, DiI-HDL uptake fluorescence, 3 h. inhibition, % at 12.5 µM. 320,000 compounds, 0.96% hits. AID 488896;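 active means mean replicate inhibition of at least 70% and a set share of replicates each scoring 70 or more; inconclusive means meets just one of the two criteria; inactive means fails both criteria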;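 further: 0% = median of neutral control wells and 100% = median of positive control wells; values of inactives mirror those of a sister screen read the other way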
HTR5A ag: HTR5A agonism, opioid heterodimer counter-screen; P47898; HTR5A agonist assay, luminescence, cell-based; activation, % at 9.3 µM; AID 504692; 340,000 compounds, 0.61% hits; in the data active means activation mostly above about 9.5%, no sharp cut-off; inactive means mostly below about 7.6%;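 further: 0% = cells with vehicle only and 100% = reference agonist; strong numbers were not always called active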
Target sequence (P47898 whole entry, looked up): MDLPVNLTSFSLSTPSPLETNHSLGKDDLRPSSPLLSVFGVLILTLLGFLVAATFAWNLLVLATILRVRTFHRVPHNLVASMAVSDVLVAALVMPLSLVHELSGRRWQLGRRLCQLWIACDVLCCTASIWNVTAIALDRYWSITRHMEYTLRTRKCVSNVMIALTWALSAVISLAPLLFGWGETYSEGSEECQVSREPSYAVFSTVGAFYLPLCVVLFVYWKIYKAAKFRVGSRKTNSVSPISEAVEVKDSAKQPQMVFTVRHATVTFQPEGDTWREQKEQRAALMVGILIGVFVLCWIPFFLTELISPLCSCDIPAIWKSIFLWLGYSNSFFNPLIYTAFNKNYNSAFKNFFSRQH
Wnt act: Wnt/beta-catenin pathway activation | 300,000 compounds, 1.2% hits | activation, % at 9.35 µM | AID 743398 | Wnt/beta-catenin reporter cell assay, activator, plate reader; in the data active means activation above about 30%, passing the limit was not always enough; inconclusive means no clear call, values can overlap the other calls;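 further: 0% = neutral control wells and 100% = positive control wells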
NSD2 HMT inh: NSD2 (human) methyltransferase inhibition. O96028. NSD2 peptide methylation, AlphaScreen, 120 min. inhibition, % at 12.5 µM. 310,000 compounds, 0.54% hits; in the data active means inhibition above about 50%
dFosB activator: activators of mouse delta FosB homodimer | 340,000 compounds, 0.99% hits | purified delta FosB, TAMRA-CDK5 oligo fluorescence polarization; percent of positive-control signal above neutral wells | activation, % at 25 µM | P13346 | AID 493131;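 active means mean activation above about 17%, with every replicate also reaching it, limit read from the data, passing the limit was not always enough; inconclusive means only one of the two conditions met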;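 further: fluorescence polarization rise as delta FosB binds a TAMRA Cdk5 AP-1 oligo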
HTR5A inv ctr: inverse agonist of human HTR5A in OPRM1-OPRD1 counter-screen | P47898 | HTR5A cell line, luminescence, inverse agonism | inhibition, % at 9.3 µM | 340,000 compounds, 0.083% hits | AID 504634; in the data active means inhibition mostly above about 23%, no sharp cut-off; inactive means mostly below about 18%;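 further: 0% = cells with DMSO and 100% = no-cell wells with DMSO; some compounds called inactive have numbers as strong as hits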
CDK5 p35 inh: blocks human CDK5/p35 kinase activity | 330,000 compounds, 0.01% hits | AID 488839 | Q00535+Q15078 | Recombinant CDK5/p35, ADP-Glo luminescence, 60 min | inhibition, % at 10 µM;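 active means highest replicate inhibition of at least 50% and at least 75% of replicates reaching 50%; inconclusive means only one of the two criteria met; inactive means both criteria failed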;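 further: plate controls were DMSO neutral control for no effect and GW8510 at 10 µM for full effect; many of its hits are not listed in these tables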
Target sequence (Q00535 whole entry, looked up): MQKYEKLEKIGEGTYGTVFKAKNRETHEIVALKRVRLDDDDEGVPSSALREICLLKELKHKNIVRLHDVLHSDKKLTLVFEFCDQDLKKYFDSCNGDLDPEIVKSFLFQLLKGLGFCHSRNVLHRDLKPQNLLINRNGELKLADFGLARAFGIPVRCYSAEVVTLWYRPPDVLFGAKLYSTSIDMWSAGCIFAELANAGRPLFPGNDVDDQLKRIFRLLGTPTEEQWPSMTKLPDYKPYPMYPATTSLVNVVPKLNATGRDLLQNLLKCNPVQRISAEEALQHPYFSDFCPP
Target sequence (Q15078 whole entry, looked up): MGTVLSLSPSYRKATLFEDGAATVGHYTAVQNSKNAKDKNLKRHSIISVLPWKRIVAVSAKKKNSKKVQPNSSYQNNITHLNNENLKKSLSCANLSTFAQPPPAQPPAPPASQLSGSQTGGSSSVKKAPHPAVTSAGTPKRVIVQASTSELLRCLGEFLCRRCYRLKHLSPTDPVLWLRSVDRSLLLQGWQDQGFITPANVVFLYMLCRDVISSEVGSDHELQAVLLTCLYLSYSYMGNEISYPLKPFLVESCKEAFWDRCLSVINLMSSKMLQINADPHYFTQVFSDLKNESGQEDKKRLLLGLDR
PvdQ inh: P. aeruginosa PvdQ acylase inhibition | purified PvdQ acylase, fluorescence plate reader | inhibition, % at 10 µM | 340,000 compounds, 0.063% hits | AID 488965; in the data active means inhibition above about 30%, passing the limit was not always enough; inconclusive means no clear call, values can overlap the other calls;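 further: 0% = vehicle neutral wells and 100% = reference inhibitor wells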
V-ATPase pHluor: yeast V-ATPase proton transport regulation by pHLuorin. S. cerevisiae, pHLuorin cytosolic pH fluorescence. response, % at 10 µM. 350,000 compounds, 0.37% hits; in the data active means response mostly above about 7.3%, no sharp cut-off; inactive means mostly below about 5.4%; further: actives read high; inactives centre near 0; some compounds called inactive have numbers as strong as hits; reference of the scale not given here
* = called active by the depositor; ? = inconclusive; . = not tested or not shown.

Under each structure – MITF act, SR-BI HDL uptake, HTR5A ag, Wnt act, NSD2 HMT inh, dFosB activator, HTR5A inv ctr, CDK5 p35 inh, PvdQ inh, V-ATPase pHluor
> CCOC(=O)N1CCN(CC(O)c2ccc3c(c2)CCN3)CC1 (stereo not given)
  -10, -7, -1, -8, -10, 1, -32, -1.3, 6, -2
> Cc1csc(NC(=O)c2ccc3c(=O)n4c(nc3c2)CCCCC4)n1
  68, 31, -1, 10, 3, -20, 2, 2.2, -11, 2
> O=C(Nc1ccccc1N1CCCC1)c1ccc([N+](=O)[O-])o1
  -53, 27, 1, 1, 4, -12, -2, 1.8, 7, -5
> OCCNCC12CC3CC(CC(C3)C1)C2
  -14, -15, 3, 0, 4, 5, -8, -0.7, -5, 0
> O=C(NNc1cccc(Cl)n1)Nc1ccccc1Cl
  ., -8, 2, ., -1, 1, 10, 0.6, 3, 1
> CC(=O)Nc1cccc(Oc2ccc(-c3noc(C)n3)cc2)c1
  56, 18, 9, 27, 0, -9, -38, -4.9, -2, 0
> O=C(NCc1ccco1)C1CCN(S(=O)(=O)c2cccc3cccnc23)CC1
  -7, -10, 3, -3, ., -1, -10, -0.2, 6, 1
> O=c1c2c(O)cc(O)cc2oc2c(O)ccc(O[C@H]3O[C@@H](CO)[C@H](O)[C@@H](O)[C@@H]3O)c12
  -2, 10, 7, -2, ., 17*, -20, 0.6, -4, -4
> CCn1cc(/C=C(\NC(=O)c2cc(OC)c(OC)c(OC)c2)C(=O)NCCN2CCOCC2)c2ccccc21
  16, 0, -1, -2, -2, -13, -16, ., -14, -4
> Nc1c(NCCN2CCOCC2)c2ccccc2oc1=O
  -5, 7, 4, ., -2, 1, -45, 1.7, -6, -2
> CCC(CC)c1nnc(NC(=O)CS(=O)(=O)c2ccc(C)cc2)s1
  10, -3, 3, -1, -6, -9, -7, -2.8, -9, 0
> Cc1cccn2c(=O)c3cc(C(=O)NCCCN4CCCC4=O)n(C)c3nc12
  27, 16, 3, ., -3, -9, -2, 0.5, -9, -2
> CCCCCn1c(=O)c2ccccc2n2c(=S)[nH]nc12
  -7, ., -1, -1, 0, -13, 4, 0.7, 0, 0
> O=c1[nH]cnc(O)c1C1C=CC=CC=C1
  -10, -24, -3, -4, 0, -1, 10, 1.0, -1, 0
> C=C(C)c1cccc(C(C)(C)NC(=O)Nc2ccc(OC)cc2)c1
  15, 5, 5, -7, 9, -2, -6, 0.4, -11, -2
> Cc1sc(NC(=O)CCCC(=O)O)c(C#N)c1C
  ., -20, -4, ., 5, -4, -8, 0.9, -6, 0
> COc1cc(/C=N/NC(=O)CCNC(=O)c2ccccc2Cl)ccc1O
  0, -12, -2, -2, 1, -6, -18, -0.6, -12, -7
> CCOC(=O)c1cnc(SCC(=O)NNC(=O)c2ccco2)nc1N
  5, ., 3, -2, ., -6, -2, 0.3, -9, 1
> Cc1cc(C(=O)NNC(=O)c2cccc(S(=O)(=O)N3CCOCC3)c2)c2ccccc2n1
  5, 5, 2, -1, -5, 12, -4, 0.2, -19, -2
> Cc1c2ccccc2cc[n+]1CCCS(=O)(=O)[O-]
  3, 3, -1, -1, -1, -5, 4, -5.7, -19, 3
> COc1ccc2[nH]c(-c3cccc(F)c3)cc(=O)c2c1
  -16, 1, 8, -8, ., 5, -38, 1.8, -6, 12
> CC(C)C(=O)Nc1cccc(NC(=S)NC(=O)c2ccc(Cl)cc2)c1
  ., 42, -6, ., 0, 28*, 11, -0.6, 3, 3
> O=C(Nc1ccc2c(c1)CCC2)c1cc(S(=O)(=O)N2CCN(c3ccccc3)CC2)ccc1Cl
  -6, 8, 12, -5, 0, 24*, -32, -0.2, -15, 3
> CN(C)c1nc(NNC(=O)c2ccccc2)nc(N(C)C)n1
  4, 1, -1, -1, 0, -10, 5, 6.4, 11, -1
> CCOC(=O)c1cc(NC(=O)N2CCCc3ccccc32)c(C)nc1C
  -6, 27, 3, 1, 4, 2, -7, 1.3, 7, -1
> O=C(COC(=O)CN1C(=O)NC2(CCCCC2)C1=O)Nc1cc(F)ccc1F
  2, -4, -5, 3, -2, 7, 13, 0.3, 1, 0
> Cc1c(C(=O)OCC(=O)NC2CCCCC2)oc2ccccc12
  8, -17, -2, 1, 0, 5, 5, -1.0, -11, -3
> CCOC(=O)C(=O)N1CCC(Cc2ccccc2)CC1
  -2, -5, -3, 0, -2, -1, 8, 1.7, -2, 0
> CC(=O)c1ccc(N2CCN(C(=O)c3ccc(S(=O)(=O)NCc4ccco4)cc3)CC2)cc1
  6, 48, -3, -6, -1, -2, 11, -2.4, -7, 0
> CCOC(=O)C1CCN(C(=O)Cc2cccs2)CC1
  -8, -18, 6, -2, -2, 1, -18, 2.7, -16, 1

Some of these compounds in order of their number in NSD2 HMT inh, falling.
mol	MITF act	SR-BI HDL uptake	Wnt act	NSD2 HMT inh	dFosB activator	CDK5 p35 inh	PvdQ inh	V-ATPase pHluor
C=C(C)c1cccc(C(C)(C)NC(=O)Nc2ccc(OC)cc2)c1	15	5	-7	9	-2	0.4	-11	-2
Cc1sc(NC(=O)CCCC(=O)O)c(C#N)c1C	.	-20	.	5	-4	0.9	-6	0
CC(=O)Nc1cccc(Oc2ccc(-c3noc(C)n3)cc2)c1	56	18	27	0	-9	-4.9	-2	0
CCOC(=O)C(=O)N1CCC(Cc2ccccc2)CC1	-2	-5	0	-2	-1	1.7	-2	0
Cc1cccn2c(=O)c3cc(C(=O)NCCCN4CCCC4=O)n(C)c3nc12	27	16	.	-3	-9	0.5	-9	-2
CCC(CC)c1nnc(NC(=O)CS(=O)(=O)c2ccc(C)cc2)s1	10	-3	-1	-6	-9	-2.8	-9	0

Later entries:
Under each structure – MITF act, SR-BI HDL uptake, HTR5A ag, Wnt act, NSD2 HMT inh, dFosB activator, HTR5A inv ctr, CDK5 p35 inh, PvdQ inh, V-ATPase pHluor
> O=C(CCCNS(=O)(=O)c1ccc(F)cc1)Nc1ccc(F)cc1
  -5, ., 1, 0, -5, 5, -3, -0.6, -8, 0
> CCOc1cc(/C=C2/C(=O)N(c3ccccc3)N=C2C)ccc1OC(=O)c1cccs1
  -7, 4, -2, -1, 1, -6, 1, -0.6, -7, 4
> CC(=O)N1CCN(c2ccc(NC(=O)c3ccc(F)cc3)cc2)CC1
  10, 4, 3, 1, 23, 2, 8, 0.2, -1, 5
> CCCCNC(=O)/C=C/c1cccs1
  37, -20, 2, 4, 1, 2, -9, 1.5, 10, -3
> COc1ccc(C(=O)Cn2c(NCCO)nc3ccccc32)cc1
  23, -7, 6, -22, -7, 0, 7, -1.0, 0, 2
> COc1ccc(OC)c(-c2csc(NC(=O)Cc3cccs3)n2)c1
  28, 27, 3, 0, -3, -13, -9, 0.3, -10, 8
> CSc1nc2c(c(=O)[nH]1)C(c1ccc(Cl)cc1)CC(=O)N2 (stereo not given)
  2, -22, 1, -9, -2, 0, -3, -2.8, -22, 3
> S=C(NCc1ccc(Cl)cc1)Nc1ccccc1Cl
  4, -10, 6, ., -3, -4, -17, -0.3, -3, 4
> Cc1ccc(C(=O)Nc2cnc3sc(C)nn3c2=O)cc1
  47, -14, 1, ., -1, -15, -3, 0.8, -3, -4
> COc1cccc(NC(=O)N2CCN(c3ccc(C(F)(F)F)cn3)CC2)c1
  -9, -4, 8, ., 4, -3, -22, 0.1, -2, 5
> O=C(N/N=C/c1ccc(Cl)s1)C(O)c1ccccc1 (stereo not given)
  3, -1, -1, 2, 1, 4, 3, 1.3, -6, -2
> Cc1cccc(Cl)c1NC(=O)N1CCN(c2ccnc3cc(Cl)ccc23)CC1
  3, 24, 0, 3, 1, -1, -2, 0.7, -20, 8
> Cc1nc2ccccc2nc1OCC(=O)Nc1ccccc1
  -3, 6, 3, -1, -2, -1, -6, 1.8, -17, 1
> CC(C)(C)C1=CC(=Nc2ccccc2N)C=C(C(C)(C)C)C1=O
  -7, 41, 3, -1, 39, -3, -8, 0.0, 4, 2
> CC(C)(Sc1cc(C(C)(C)C)c(O)c(C(C)(C)C)c1)Sc1cc(C(C)(C)C)c(O)c(C(C)(C)C)c1
  -2, 7, -3, -19, ., -5, -28, 0.5, -17, 3
> Cc1ccc(C(C(=O)NC2CCCCC2)N(CCCN2CCOCC2)C(=O)c2snc(C(N)=O)c2N)cc1 (stereo not given)
  14, ., 3, 1, 35, -7, -9, -9.3, -6, 2
> Cc1c(C)n(CCc2ccccc2)c2ncnc(NCCCO)c12
  ?, -6, 5, -1, -2, 6, -17, 0.9, -5, 1
> CCOC(=O)C(C)n1nc(/C=C/c2ccc(OC)cc2)ccc1=O (stereo not given)
  2, 24, 1, 0, -3, 4, -2, -8.6, -6, -1
> NS(=O)(=O)OCC1CCCCC1
  -4, -27, -3, -1, ., 1, 3, 0.1, -12, -1
> COc1ccccc1N(CC(=O)NC(C)(C)C)C(=O)CCC(=O)Nc1nccs1
  14, 0, 5, 0, 0, -45, -18, 0.0, -14, 4
> N#Cc1c(-c2ccc(F)cc2)ccnc1N1CCOCC1
  9, -8, 1, -1, -6, -10, -19, -1.6, -9, 4

Another view of part of the listing above:
> COc1ccccc1N(CC(=O)NC(C)(C)C)C(=O)CCC(=O)Nc1nccs1
  MITF act: 14; SR-BI HDL uptake: 0; HTR5A ag: 5; Wnt act: 0; NSD2 HMT inh: 0; dFosB activator: -45; HTR5A inv ctr: -18; CDK5 p35 inh: 0.0; PvdQ inh: -14; V-ATPase pHluor: 4
> N#Cc1c(-c2ccc(F)cc2)ccnc1N1CCOCC1
  MITF act: 9; SR-BI HDL uptake: -8; HTR5A ag: 1; Wnt act: -1; NSD2 HMT inh: -6; dFosB activator: -10; HTR5A inv ctr: -19; CDK5 p35 inh: -1.6; PvdQ inh: -9; V-ATPase pHluor: 4
